GASC-1 inh: human JMJD2C demethylase inhibition; AID 2099; Q9H3R0; 330,000 tested, 0.069% active; inhibition, % at 2.35 µM; GST-JMJD2C(1-420) H3K9me3 demethylation, DELFIA europium;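 active = more than half of a compound's replicate wells show inhibition beyond 50%, single wells judged on their own value; inconclusive = some, but no more than half, of replicates pass 50% inhibition; inactive = no replicate passes 50% inhibition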;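 note: signal counts dimethyl H3K9 product captured on neutravidin plate; 0% = median of DMSO wells and 100% = 0.3 times that DMSO median; strong numbers were not always called active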
CIT2 TOR yeast: yeast TOR pathway CIT2-GFP modulation; S. cerevisiae CIT2-GFP strain, flow cytometry, 3 h; 100 means same as DMSO wells; GFP response vs DMSO, % at 10 µM; 320,000 tested, 0.065% active; AID 2029;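 active = GFP response relative to DMSO above a set limit, near the screen mean plus 3 SD, cut at about 150% in these data; inconclusive = Fewer than 70 cells measured for a yeast strain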;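 note: ratio of well median GFP fluorescence to mean of DMSO wells on the plate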
MEP2 TOR yeast: modulators of TOR pathway MEP2-GFP in S. cerevisiae; S. cerevisiae MEP2-GFP strain, flow cytometry GFP, 3 h; 100% = DMSO control level; GFP response vs DMSO, % at 10 µM; 330,000 tested, 0.51% active;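 active = GFP response versus DMSO above a set limit, roughly screen mean plus 3 SD, cut at about 180% in these data; inconclusive = fewer than 70 cells counted for a yeast strain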;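 note: median GFP fluorescence of the barcode-gated MEP2-GFP cells per well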
GRK2 inh: blocks RNA aptamer binding to human GRK2. bead flow cytometry, FAM-aptamer displacement from GRK2. AID 488847. inhibition of aptamer binding, % at 10 µM. P25098. 330,000 tested, 0.59% active;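 active = inhibition of aptamer binding above 40%, roughly 3 SD of noise, on plates passing a quality check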;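 note: median bead fluorescence of bound FAM aptamer so fluorescent compounds give negative values; no value below 0 was filed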
VLA-4 inh: inhibition in a human VLA-4 binding assay | P13612 | VLA-4 expressing cells, ligand binding flow cytometry | inhibition, % (about 7 µM as worked out from the volumes in the protocol) | 330,000 tested, 0.2% active | AID 2557; in the data active = inhibition above about 50%
Target sequence (P13612 whole entry, looked up): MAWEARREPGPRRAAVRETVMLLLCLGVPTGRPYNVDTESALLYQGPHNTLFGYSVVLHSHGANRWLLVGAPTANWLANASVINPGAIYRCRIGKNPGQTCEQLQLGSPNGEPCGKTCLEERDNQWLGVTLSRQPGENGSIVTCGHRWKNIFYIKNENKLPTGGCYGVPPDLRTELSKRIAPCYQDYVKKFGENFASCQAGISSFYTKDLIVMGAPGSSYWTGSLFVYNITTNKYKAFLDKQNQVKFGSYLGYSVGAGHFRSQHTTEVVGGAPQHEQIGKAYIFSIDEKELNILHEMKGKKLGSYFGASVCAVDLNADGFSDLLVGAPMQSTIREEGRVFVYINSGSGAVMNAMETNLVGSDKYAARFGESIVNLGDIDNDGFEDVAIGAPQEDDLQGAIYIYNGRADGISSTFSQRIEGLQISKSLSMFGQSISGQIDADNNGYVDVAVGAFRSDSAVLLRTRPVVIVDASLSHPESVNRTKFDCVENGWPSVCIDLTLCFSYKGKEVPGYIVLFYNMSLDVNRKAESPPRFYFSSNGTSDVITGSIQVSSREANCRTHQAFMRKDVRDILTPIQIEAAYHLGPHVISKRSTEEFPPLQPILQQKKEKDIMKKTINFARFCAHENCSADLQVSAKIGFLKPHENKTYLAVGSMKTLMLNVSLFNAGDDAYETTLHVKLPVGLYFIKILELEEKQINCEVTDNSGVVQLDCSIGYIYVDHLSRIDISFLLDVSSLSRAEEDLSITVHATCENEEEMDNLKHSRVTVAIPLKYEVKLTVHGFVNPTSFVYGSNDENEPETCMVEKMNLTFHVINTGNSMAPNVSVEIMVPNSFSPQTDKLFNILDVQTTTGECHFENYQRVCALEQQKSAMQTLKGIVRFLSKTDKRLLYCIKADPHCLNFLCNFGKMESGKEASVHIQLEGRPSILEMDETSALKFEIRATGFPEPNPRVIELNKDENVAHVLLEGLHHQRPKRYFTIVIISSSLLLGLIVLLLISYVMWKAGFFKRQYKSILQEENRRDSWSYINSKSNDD
RPL19A-GFP yeast: modulators of TOR pathway RPL19A-GFP in S. cerevisiae. S. cerevisiae RPL19A-GFP strain, flow cytometry, 3 h; hits give low values. percent response vs DMSO, % at 10 µM. 330,000 tested, 0.3% active. AID 2025;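 active = percent response vs DMSO below 50%; inconclusive = fewer than 70 events counted for the yeast strain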;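 note: median channel GFP fluorescence of the barcoded RPL19A-GFP strain; ratio of sample median GFP to plate DMSO average so 100% = DMSO; lower means less RPL19A-GFP as with rapamycin TOR inhibition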
AGP1 TOR yeast: modulators of TOR pathway AGP1-GFP in S. cerevisiae. S. cerevisiae AGP1-GFP multiplex flow cytometry, 3 h; GFP as percent of DMSO wells. GFP response vs DMSO, % at 10 µM. AID 2066. 320,000 tested, 0.02% active;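 active = GFP response relative to DMSO above a set limit, near screen average plus 3 SD, cut at about 150% in these data; inconclusive = fewer than 70 cells counted for the yeast strain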;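 note: median GFP channel fluorescence of the gated AGP1 strain per well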
LAP4-GFP MLPCN: yeast TOR pathway LAP4-GFP modulation; AID 2023; 320,000 tested, 0.34% active; S. cerevisiae LAP4-GFP multiplex, flow cytometry GFP, 3 h; median GFP as percent of DMSO wells; GFP response vs DMSO, % at 10 µM;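 active = GFP response vs DMSO above a set limit, about the screen mean plus 3 SD, cut at about 150% in these data; inconclusive = under 70 cell events counted for the yeast strain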
Active calls of the source: *; ? = inconclusive; nt = not tested or not shown.

Results follow in this order: LAP4-GFP MLPCN	MEP2 TOR yeast	VLA-4 inh	GRK2 inh	CIT2 TOR yeast	RPL19A-GFP yeast	GASC-1 inh	AGP1 TOR yeast
- Cc1ccc(Cl)c(NC(=O)COC(=O)CNS(=O)(=O)/C=C/c2ccccc2)c1Cl
 : 95	122	5	3	99	111	-1	106
- N#CC(c1ccccc1)c1cnccn1 (stereo not drawn)
 : 105	97	24	3	103	110	3	99
- O=S(=O)(Nc1ccon1)c1ccc(F)c(F)c1
 : 96	99	1	2	104	103	-6	99
- Clc1ccc2nc(N3CCN(c4ccccc4)CC3)sc2c1
 : 96	101	8	0	nt	101	22	106
- CCN1CCN(Cc2nc3ccc([N+](=O)[O-])cc3c(=O)n2-c2ccc(OC)cc2OC)CC1
 : 95	103	10	1	105	107	-4	101
- O=C(CN(C(=O)c1csnn1)c1ccccc1F)NCc1ccc2c(c1)OCO2
 : 97	104	-5	1	102	102	4	98
- CCCc1cc(=O)oc2cc(OC(C)C(=O)NC3CC(C)(C)NC(C)(C)C3)ccc12 (stereo not drawn)
 : 95	97	5	1	100	97	-9	100
- CCCCn1c(N)c(N(CC)C(=O)C2=NN(c3ccccc3)C(=O)CC2)c(=O)[nH]c1=O
 : 110	108	5	3	102	106	1	106
- CC12CCC(c3n[nH]c(=S)nc31)C2(C)C (stereo not drawn)
 : 89	91	14	73*	96	100	5	91
- COC(=O)COc1ccc(C2NC(=O)NC(c3ccccc3)=C2C(C)=O)cc1OC (stereo not drawn)
 : 98	105	14	5	101	100	-7	109
- CC1CCc2nc(N)c(C#N)c(-c3ccncc3)c2C1 (stereo not drawn)
 : 101	98	3	0	101	98	7	101
- O=C1NCCN(Cc2c(F)cccc2Cl)C1CC(=O)N1CCCCO1 (stereo not drawn)
 : 89	107	8	2	103	100	-6	95
- Cc1ccc(NC(=O)CCn2c(=O)c3cccn3c3ccccc32)cc1C
 : 96	108	8	7	106	101	5	103
- CC(C)CCn1c(=S)[nH]c2ncccc2c1=O
 : 108	112	33	17	102	101	10	103
- COc1ccc(S(=O)(=O)N2CCOCC2)cc1NC(=O)CSc1nnc(N)s1
 : 96	104	42	0	106	101	-6	103
- CC(C)NC(=O)C(=O)NCCN1CCN(S(=O)(=O)c2ccc(Cl)cc2)CC1
 : ?	?	-1	1	?	?	5	?
- COc1ccccc1NC(=O)c1cc(C(=O)Nc2ccccc2OC)n(C)n1
 : 99	97	-4	0	120	115	-4	114
- CC(Sc1nnc(-c2cccnc2)o1)C(=O)NC1CCCC1 (stereo not drawn)
 : 91	93	21	1	102	99	-1	95
- O=C(CN1C(=O)CSC1=O)Nc1ccc(C(=O)O)cc1
 : 93	93	4	4	94	91	-10	95
- O=C(CCSCc1cccc(Cl)c1)NCCc1ccc(Cl)cc1
 : 103	91	10	4	84	94	11	116
- Nc1nc(Cl)nc2ncn(Cc3ccccc3)c12
 : 93	107	-6	3	100	102	19	99
- CCOc1ccc(NC(=O)c2ccc3c(=O)n4c(nc3c2)CCCCC4)cc1
 : 106	106	-4	0	110	104	7	105
- O=C1c2ccccc2C(=O)N1/N=C/c1ccc(O)c(O)c1
 : 104	99	6	5	113	105	9	106
- CCOP(=O)(c1ccccc1)C1(C#N)CCCC1 (stereo not drawn)
 : 94	103	-9	1	101	95	4	94
- O=C(CNS(=O)(=O)c1ccccc1)OCC(=O)c1ccccc1Cl
 : 102	109	4	0	107	98	20	103
- CCOc1cc(NS(=O)(=O)c2ccc(Cl)cc2)c(OCC)cc1NC(=O)CC(C)C
 : 101	109	3	0	97	105	4	100
- Cc1noc(C)c1COC(=O)c1ccc2c(c1)S(=O)(=O)c1ccccc1C2=O
 : 102	102	3	2	99	99	-13	101
- Cc1ccc(C)c(OCCCN2CCc3ccccc3C2)c1
 : 83	98	-1	0	100	101	-4	97
- CCSc1nnc(NC(=O)C2CCN(C(=O)c3ccc(F)cc3)CC2)s1
 : 101	102	12	2	98	98	-2	98
- COc1ccc(C2CC(C(F)(F)F)n3nc(C(=O)O)cc3N2)cc1 (stereo not drawn)
 : 104	98	-13	0	107	97	0	102
- O=C1OC[C@@H]2CCCN2C(=O)[C@H](CC(=O)N(CCO)Cc2ccccc2)C/C=C\CC[C@H]1Cc1ccc(F)cc1
 : 101	100	10	2	99	95	7	101
- Cc1ccc(CNC(=O)COC(=O)COc2ccc(C#N)cc2)cc1
 : 102	100	3	0	97	102	nt	104
- COc1cc(OC)cc(-c2sc3ccc(OC)cc3c2C#CC2(N)CCCCC2)c1
 : 115	99	27	0	82	91	4	93
- Cc1cccc(Cn2c(=O)c3c(nc4n3CCCN4Cc3ccccc3)n(C)c2=O)c1
 : 104	100	-7	7	94	97	16	95
- Cc1ccccc1C(=O)c1cccn1CC(=O)NCCCN1CCc2ccccc2C1
 : 88	85	-2	0	94	98	-2	97
- Cc1ccc(CCNC(=O)c2cc(-c3ccncc3)nc3ccccc23)cc1
 : 98	100	8	0	94	98	-6	94
- COc1ccc(CCN(Cc2cccs2)S(=O)(=O)c2ccc(S(=O)(=O)N3CCC(C)CC3)cc2)cc1OC
 : 117	104	-18	0	97	102	-3	110
- CCOc1ccccc1C(=O)OCC(=O)Nc1ncc(C(F)(F)F)cc1Cl
 : 95	105	18	0	102	102	-22	105
- Cc1ccc(-c2nc3ncccn3c2NC2CCCCC2)o1
 : 125	108	15	0	95	107	3	112
- Cc1c([N+](=O)[O-])c([N+](=O)[O-])nn1CC(=O)NCc1cccnc1
 : 112	108	4	0	102	93	-3	105
- Cc1ccc(NC(=S)NC(CO)C(O)c2ccc([N+](=O)[O-])cc2)cc1 (stereo not drawn)
 : 107	106	0	0	99	97	10	101
- Cc1cccc2nc3c(nc12)CCCC3
 : 109	97	-2	0	107	92	-5	101
- COCCn1c(SCC(=O)Nc2ccccc2OC)nnc1-c1ccco1
 : 94	103	5	3	101	101	-8	104
- CC1Cc2ccccc2N1C(=O)CSc1ncccn1 (stereo not drawn)
 : 97	101	-13	0	91	93	-4	94
- O=c1cc(-c2ccccc2)nc2nc(-c3ccco3)[nH]n12
 : 112	105	0	3	105	96	-13	97
- COCCNC(=O)C1CC(c2ccc(C(F)(F)F)cc2)=NO1 (stereo not drawn)
 : 125	94	-7	8	103	101	-4	88
- O=[N+]([O-])c1ccc(S(=O)(=O)NCC2CCCO2)cc1 (stereo not drawn)
 : 76	138	20	0	88	90	-4	21
- CN(CC(=O)Nc1ccc2c(c1)OCCO2)S(=O)(=O)c1cccc2cccnc12
 : 96	102	8	2	100	95	-9	98
- CCc1cc2ccc(OC)cc2nc1SCC(=O)NNC(=O)c1ccco1
 : 100	96	7	2	94	97	-1	102
- N=C1C(c2nc3ccccc3s2)=C(O)CN1NC(=O)c1ccccc1[N+](=O)[O-]
 : 97	101	5	0	91	90	11	95
- COC(=O)c1ccccc1OCCCN(C)C
 : 103	110	25	0	104	103	12	101
- CCCS(=O)(=O)N1CCN(S(=O)(=O)c2ccccc2[N+](=O)[O-])CC1
 : 82	91	2	4	nt	86	43	84
- CCc1ccc(NC(=O)C2CCN(S(=O)(=O)c3ccc4c(c3)CC(C)N4C(C)=O)CC2)cc1 (stereo not drawn)
 : 103	100	12	1	96	101	-5	102
- CC(=O)c1c(OC(=O)c2ccccc2)ccnc1C(F)(F)F
 : 111	102	37	0	98	100	9	105
- Cc1cc(Br)ccc1NC(=O)CCSc1ccccc1
 : 112	108	21	2	98	98	-1	99
- Cc1nn(-c2ccccc2)c(N2CCCC2)c1/C=N/NC(=O)c1cc(-c2cccs2)nc2ccccc12
 : 103	104	-3	3	95	104	2	101
- CN(c1ccccc1)S(=O)(=O)c1cccc(C(=O)OCC(=O)Nc2ccc(C(N)=O)cc2)c1
 : 88	97	5	3	100	99	3	96
- CC1CCN(S(=O)(=O)c2ccc(S(=O)(=O)NCC3COCCO3)cc2)CC1 (stereo not drawn)
 : 94	95	13	1	92	nt	2	93
- O=C1NC(=S)N/C1=C/c1ccc2c(c1)OCO2
 : 91	99	9	0	92	97	0	91
- CCCOc1ccc(C(=O)c2nc3c(n2O)CCCCC3)cc1
 : 96	98	-16	0	98	104	-6	99

The results go on.
Results follow in this order: LAP4-GFP MLPCN	MEP2 TOR yeast	VLA-4 inh	GRK2 inh	CIT2 TOR yeast	RPL19A-GFP yeast	GASC-1 inh	AGP1 TOR yeast
- O=C(O)c1ccccc1NC(=O)C(c1ccccc1)c1ccccc1
 : 100	99	-2	0	101	94	12	103
- COc1ccc(NC(=O)c2cc(Br)ccc2Cl)c([N+](=O)[O-])c1
 : 102	100	-7	0	nt	97	2	100
- COc1ccccc1N1CCN(C(=O)NCc2cccc(C(F)(F)F)c2)CC1
 : 99	108	3	2	104	107	-10	98
- Cc1ccc2cc(C#N)c(NCCNC(=S)NCCCN(C)C)nc2c1C
 : 112	99	17	0	101	96	-3	83
- COc1ccc(CCNC(=O)C(C)OC(=O)c2nsc(Cl)c2Cl)cc1OC (stereo not drawn)
 : 99	103	13	1	98	101	13	101
- COc1ccc(CCN(C(=O)c2snc(C(N)=O)c2N)C(C)C(=O)NC2CCCCC2)cc1OC (stereo not drawn)
 : 93	106	0	0	108	100	-7	104
- COc1ccc(S(=O)(=O)Nc2cccc(-n3cnnn3)c2)cc1OC
 : 81	114	6	7	101	95	81	89

Compound activity (PubChem BioAssay)

Not a hit list; 1.7% or so of the library scored in one or more.
